# G9a inh: G9a (human) methyltransferase inhibition. Q96KQ7. G9a H3K9 monomethylation, AlphaScreen, 2 h. Potency, µM (top dose mostly 102 µM), without a hit: at the highest dose activity, negative = inhibition, usual class: inhibitors. 350,000 compounds, 8.8% hits. AID 504332; note: % is set by controls: 0 for no effect and ±100 for the full control effect; nearly all actives have a fitted effect of over 75% in size
#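 Chemiluminescent proximity detection of H3K9 monomethylation, read after 10 min bead incubation in the dark. Reaction: 20 nM G9a, 500 nM biotin-H3K9 peptide, 20 uM SAM cofactor, 2 h, room temperature, following 15 min enzyme-compound preincubation.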
# Pol iota inh: DNA polymerase iota (human) inhibition | Q9UNA4 | Pol iota fluorescent replication assay, 10 min | Potency, µM (series often up to 115 µM), for inactives: at the highest dose activity, negative = inhibition, hits mostly inhibitors | 390,000 compounds, 1% hits
#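 Pol iota at 10 nM preincubated 15 min with compounds at room temperature; reaction started with fluorescent substrate, 50 nM final. Fluorescence read kinetically at 0 and 10 min; buffer-only wells as negative control.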
# APE1 inh: APE1 (human) endonuclease inhibition; P27695; 350,000 compounds, 0.35% hits; Potency, µM (highest dose often 65.8 µM), for the others: at the highest dose activity change, negative = inhibition, hits mostly inhibitors; recombinant APE1, TAMRA/BHQ-2 abasic DNA cleavage fluorescence;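 note: plate controls were vehicle for no effect and reference inhibitor for full effect; nearly all actives have a fitted effect of over 55% in size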
#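 Readout is kinetic fluorescence (ex 525, em 598 nm) from cleavage of 50 nM TAMRA/BHQ-2 THF abasic duplex by 0.75 nM APE1, compound added 15 min beforehand at RT.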
# BLM helicase inh: blocks DNA unwinding by human BLM helicase; P54132; recombinant BLM DNA unwinding, fluorescence dequenching; Potency, µM (series often up to 56.1 µM), for inactives: at the top dose activity change, negative = inhibition, most hits filed as inhibitors; 350,000 compounds, 0.2% hits;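 note: plate controls were vehicle for no effect and no enzyme for full effect; nearly all actives have a fitted effect of over 35% in size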
# POLB inh: DNA polymerase beta (human) inhibition; P06746; Pol beta primer extension/strand displacement, fluorescence kinetic; Potency, µM (doses to about 114 µM), for inactives: at the highest dose activity change, negative = inhibition, most hits filed as inhibitors; 340,000 compounds, 1.3% hits; AID 485314; note: % is set by controls: 0 for no effect and ±100 for the full control effect
#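 Homogeneous kinetic assay of primer extension and strand displacement by 10 nM Pol beta, preincubated 15 min at room temperature with compound before 50 nM substrate (final) was added. Read at 0 and 10 min; four-parameter Hill fit.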
# BAZ2B block: blocks human BAZ2B; Q9UIF8; AlphaScreen BAZ2B-H3K14Ac peptide displacement; Potency, µM (top dose mostly 114 µM), inactives show top-dose activity change, negative = inhibition, usual class: inhibitors; 360,000 compounds, 4.4% hits; AID 504333; note: % is set by controls: 0 for no effect and ±100 for the full control effect; nearly all actives have a fitted effect of over 60% in size
#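 In this displacement format the biotinylated H3(5-23) peptide acetylated at Lys14 serves as ligand at 50 nM, with BAZ2B at 50 nM in PBS pH 7.4 containing 0.01% Tween-20. Donor and acceptor beads are 10 ug/mL final.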
# POLK inh: blocks human DNA polymerase kappa activity; Q9UBT6; purified Pol kappa, fluorescent DNA synthesis assay, 10 min; Potency, µM (series often up to 107 µM), for the others: at the top dose activity, negative = inhibition, hits mostly inhibitors; 400,000 compounds, 0.53% hits; note: % is set by controls: 0 for no effect and ±100 for the full control effect
#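 50 nM final substrate added after 15 min RT preincubation of 10 nM Pol kappa with compound; fluorescence read at 0 and 10 min.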
# Anesthetic bind: candidate novel general anesthetic via apoferritin binding; apoferritin/1-aminoanthracene competitive binding, fluorescence; AID 485281; P02791; Potency, µM (titrated, usually from 77.5 µM), without a hit: at the highest dose activity change, negative = displacement, usual class: inhibitors; 350,000 compounds, 0.074% hits; note: % is set by controls: 0 for no effect and ±100 for the full control effect; nearly all actives have a fitted effect of over 20% in size
# Target sequence (P02791 2-175 limits assumed): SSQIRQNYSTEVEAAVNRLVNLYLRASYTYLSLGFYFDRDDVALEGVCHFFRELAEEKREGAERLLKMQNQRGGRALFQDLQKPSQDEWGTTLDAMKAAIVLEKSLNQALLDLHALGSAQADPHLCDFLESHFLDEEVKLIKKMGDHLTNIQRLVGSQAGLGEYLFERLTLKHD
#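 Concentration-response curves derived by four-parameter Hill fitting of normalized fluorescence, where compounds displaced 1-AMA from 10 uM horse apoferritin following a brief 10 min room-temperature incubation; propofol titration acted as positive control.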
# Pol eta inh: blocks human DNA polymerase eta activity; Q9Y253; 390,000 compounds, 1.2% hits; Potency, µM (highest dose often 114 µM), without a hit: at the top dose activity change, negative = inhibition, hits mostly inhibitors; recombinant Pol eta, fluorescent DNA replication assay; note: % is set by controls: 0 for no effect and ±100 for the full control effect
# Target sequence (Q9Y253 whole entry, looked up): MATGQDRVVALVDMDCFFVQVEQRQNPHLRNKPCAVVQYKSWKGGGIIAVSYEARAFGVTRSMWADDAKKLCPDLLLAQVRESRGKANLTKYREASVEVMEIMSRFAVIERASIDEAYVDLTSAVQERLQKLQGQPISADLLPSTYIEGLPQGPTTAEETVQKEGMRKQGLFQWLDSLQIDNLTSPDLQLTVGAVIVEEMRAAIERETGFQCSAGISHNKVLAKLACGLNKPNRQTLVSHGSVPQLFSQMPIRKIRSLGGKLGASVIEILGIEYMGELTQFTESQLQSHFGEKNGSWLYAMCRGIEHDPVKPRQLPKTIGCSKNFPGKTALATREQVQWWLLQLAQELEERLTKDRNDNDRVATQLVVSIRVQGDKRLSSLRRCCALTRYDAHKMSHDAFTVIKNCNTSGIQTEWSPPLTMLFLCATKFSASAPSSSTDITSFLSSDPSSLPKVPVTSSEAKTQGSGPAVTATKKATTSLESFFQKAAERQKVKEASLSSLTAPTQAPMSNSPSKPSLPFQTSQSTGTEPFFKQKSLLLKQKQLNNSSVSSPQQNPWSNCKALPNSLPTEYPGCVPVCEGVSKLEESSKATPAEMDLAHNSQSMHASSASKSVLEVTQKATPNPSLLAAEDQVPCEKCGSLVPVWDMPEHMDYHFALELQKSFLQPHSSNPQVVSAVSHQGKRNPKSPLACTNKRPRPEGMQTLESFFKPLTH
#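 Fluorescent replication assay: 50 nM final substrate added after a 15 min room-temperature compound preincubation with 10 nM enzyme. Signal taken at 0 min and again at 10 min.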
# * marks the source's active call; other numbers are inactive results; ? = inconclusive; nt = not tested or not shown; [ ] = dose if it differs, or a comment. Calls come from the whole dose curve; as a rule, active = well fitted curve in the direction sought with a large enough effect; inconclusive = small, poorly fitted or top-dose-only effect, or another doubt; inactive = no such curve, though single readings can be large; an effect the other way counts as inactive or inconclusive. Potency is the fitted concentration of half-maximal effect. This is a subset, so the mix of outcomes need not match the whole.
# Under each structure – G9a inh | Pol iota inh | APE1 inh | BLM helicase inh | POLB inh | BAZ2B block | POLK inh | Anesthetic bind | Pol eta inh
- COc1ccccc1C(=O)Nc1nnc(S(=O)(=O)N(C)c2ccc(Cl)cc2)s1
    9.3%[59 µM] | -5.5% | nt | -9.2% | 10.1% | 12.8% | -12.5% | -14.3% | -14.4%
- CC(=O)Nc1ccc(NC(=O)Cn2nc([N+](=O)[O-])c(Br)c2C)cc1
    13.6% | 79.3%[activator] | 1.2% | -9.3% | 9.4% | -8.3% | -15.4% | -9.4% | -25.4%
- COc1ccc(OC)c(NC(=O)CSc2ncnc3c2cnn3-c2ccccc2Cl)c1
    ? | -1.4% | -7.7% | -7.3% | -24.0% | -28.4% | -10.8% | -3.2% | -7.5%
- CC(=O)Nc1ccc(NC(=O)c2ccc3c(c2)C(=O)N(c2ccccc2C)C3=O)cc1
    39.8µM* | -16.7% | 61.0%[activator] | -4.4% | ? | 1.9% | -20.5% | -2.7% | 5.7%
- COc1cccc(CNC(=O)C2CCCN(S(=O)(=O)N3CC(C)CC(C)C3)C2)c1 (stereo not drawn)
    16.9% | 34.3%[activator] | 45.9% | -2.5% | -2.7% | -8.8%[57.1 µM] | 3.9% | -10.4% | 3.9%
- CC(=O)NCC1CCCN(C(=O)c2ccc(OC3CCN(Cc4ccccn4)CC3)cc2)C1 (stereo not drawn)
    nt | 35.8%[activator] | -12.2% | -0.8% | 0.4% | -9.7% | -6.3% | -6.5% | -2.3%
- O=C(COC(=O)c1ccc([N+](=O)[O-])o1)Nc1cccc(S(=O)(=O)N2CCCCC2)c1
    ? | 17.9% | -9.1% | -1.8% | 1.3% | nt | -28.0% | ? | 3.0%
- CCC(C)c1ccc(O)c(NC(=S)NC(=O)c2cccnc2)c1 (stereo not drawn)
    3.5%[0.501 µM] | 27.6% | 10.3% | -6.3% | 1.2% | 1.0% | 5.8% | -20.9% | -3.2%
- COc1ccccc1CNc1nc(-c2ccoc2)nc2ccccc12
    3.4%[0.501 µM] | nt | 12.9% | -10.6% | nt | nt | -4.6%[60.1 µM] | nt | nt
- [N-]=[N+]=NC[C@H](Cc1ccccc1)N1CCN(Cc2ccccc2)CCC1=O
    nt | -5.7% | 8.7% | 2.8% | 20.0% | ? | 7.5% | -11.9% | -7.0%
- CCn1cc(C(=O)N(C)c2ccc(OC)cc2OC)c2cc(OC)c(OC)cc2c1=O
    14.1% | 13.4% | 5.6% | -2.0% | 22.8% | 3.9% | 17.1% | -2.8% | -0.8%
- O=C(NC1CC1)C1CCCN(C(=O)NC2CCCCC2)C1 (stereo not drawn)
    -1.1%[59 µM] | -5.2% | -0.3% | -3.7% | 10.3% | -3.0% | -1.0% | -3.9% | 2.9%
- CCCn1c(SCC(=O)N2CC(=O)Nc3ccccc32)nc2ccccc21
    31.6µM* | 20.4% | 2.1% | 2.1% | 29.6% | 8.5% | -13.9% | 8.1% | -3.6%
- C=C(C)CN(CC)C(=O)CN1C(=O)NC2(CCCc3ccccc32)C1=O (stereo not drawn)
    5.0% | -2.5% | 27.2% | -1.2% | -1.3% | 0.2% | -11.5% | -11.7% | 5.1%
- Cc1cc(C)c2c(=O)[nH]c(SCc3ccccc3)nc2n1
    -21.1% | 56.6%[activator] | -0.4% | 3.9% | -19.7% | -30.3% | -0.5% | ? | -14.7%

# Exported as labelled records: part of the list above.
Structure: CCC(C)c1ccc(O)c(NC(=S)NC(=O)c2cccnc2)c1 (stereo not drawn)
  G9a inh = 3.5%[0.501 µM]
  Pol iota inh = 27.6%
  APE1 inh = 10.3%
  BLM helicase inh = -6.3%
  POLB inh = 1.2%
  BAZ2B block = 1.0%
  POLK inh = 5.8%
  Anesthetic bind = -20.9%
  Pol eta inh = -3.2%

Structure: COc1ccccc1CNc1nc(-c2ccoc2)nc2ccccc12
  G9a inh = 3.4%[0.501 µM]
  Pol iota inh = nt
  APE1 inh = 12.9%
  BLM helicase inh = -10.6%
  POLB inh = nt
  BAZ2B block = nt
  POLK inh = -4.6%[60.1 µM]
  Anesthetic bind = nt
  Pol eta inh = nt

# The results go on.
# Under each structure – G9a inh | Pol iota inh | APE1 inh | BLM helicase inh | POLB inh | BAZ2B block | POLK inh | Anesthetic bind | Pol eta inh
- Cc1ccnc(NC(=O)CCC(=O)N(CC(=O)NCc2ccccc2)Cc2cccs2)c1
    9.2%[12.7 µM] | 82.4%[activator] | 1.6% | -9.8% | 19.4% | -9.8% | 1.1% | -6.3% | -17.4%
- CCC(C(=O)NCCc1ccc(SC)cc1)n1nc(C)c2c(C)n(-c3ccc(C)cc3)nc2c1=O (stereo not drawn)
    ? | 28.5% | nt | -2.4% | 2.5% | -27.7% | 10.1% | ? | -15.5%
- CN1CCN(C(=O)/C(=C\c2cccnc2)NC(=O)c2cccc(Br)c2)CC1
    10.7% | -13.2% | 43.5% | 2.2% | 31.2% | -0.8% | -15.7% | -2.0% | -10.9%
- Cc1ccc(C(=O)N/N=C\c2cccn2C)cn1
    nt | -0.8% | -6.6% | -3.6% | ? | -25.4% | -21.2% | -15.9% | 0.9%
- CC(NC(=O)Nc1ncccn1)(C(F)(F)F)C(F)(F)F
    -23.2%[12.7 µM] | 10.6% | -2.2% | 1.7% | 0.8% | 0.8% | -8.6% | 2.7% | -9.2%
- O=C1C2C3C=CC(C2C(=O)N1c1ccc(O)cc1)C1C2C(=O)N(c4ccc(O)cc4)C(=O)C2C31 (stereo not drawn)
    50.1µM* | -16.5% | -1.5% | -6.4% | -1.9% | -23.8% | -20.2% | -1.5% | -8.2%
- COc1ccccc1CNS(=O)(=O)c1ccc(-c2cc(C(F)(F)F)on2)s1
    9.1%[59 µM] | 12.9% | nt | -10.9% | -21.5% | 10.1% | -19.1% | ? | -23.6%
- COc1ccccc1C(=O)OCc1cc(=O)n2ccsc2n1
    nt | ? | 13.9% | nt | nt | nt | -27.4% | nt | ?
- Cc1cc(C)c(S(=O)(=O)N2CCCCC2CCNC(=O)C(=O)NCC2CCCO2)c(C)c1 (stereo not drawn)
    4.1%[0.501 µM] | 6.7% | 48.7% | nt | nt | -12.1% | 2.8% | nt | -23.6%
- CN(C(=O)c1cccc(NC(=O)Cc2ccccc2)c1)c1ccccc1
    24.9% | 22.1% | 15.8% | -1.4% | -0.1% | 1.6% | -0.3% | -12.9% | -15.2%
- COC(=O)c1c(NC(=O)c2ccc(N(C)S(=O)(=O)c3ccc(C)cc3)cc2)sc2c1CCCC2
    19.7%[59 µM] | 76.9%[activator] | -8.1% | -6.7% | 4.3% | -2.0% | -10.7% | -1.8% | -1.8%
- COCc1cc(C)nc(Sc2nc3c(c(=O)n(C)c(=O)n3C)n2C)c1C#N
    -14.8% | -4.8% | -1.9% | 1.0% | -3.5% | -12.3% | -3.3%[60.1 µM] | 9.8% | -13.9%
- CCOC(=O)C1(C)NC(c2ccc(OC)cc2OC)C2C(=O)N(c3cccc(OC)c3)C(=O)C21 (stereo not drawn)
    0.7% | -7.5% | -5.5% | 2.8% | 14.9% | -4.0% | 3.9% | -6.3% | -5.6%
- C=CCOC(=O)C1=C(C)Nc2nnnn2C1c1cccc(OC)c1OC (stereo not drawn)
    -7.1%[12.7 µM] | -7.4% | 4.3% | -2.7% | -24.6% | -5.3% | -3.0% | -6.5% | -4.6%
- COc1c(C)cc(Br)cc1C(=O)Nc1cccc(NC(=O)c2ccco2)c1
    -8.5%[59 µM] | 4.3% | -6.3% | -9.6% | -4.6% | -9.2% | -11.7% | -4.7% | -11.9%

# Other structures:
SMILES | G9a inh | Pol iota inh | APE1 inh | BLM helicase inh | POLB inh | BAZ2B block | POLK inh | Anesthetic bind | Pol eta inh
CCN(CC)C1CCN(C(=O)c2ccc(OC3CCN(CCc4ccccc4)CC3)cc2)C1 (stereo not drawn) | 19.1% | -1.6% | 7.0% | -5.8% | 2.4% | -5.5% | 10.9% | -8.1% | -7.2%
Cc1cccc(NC(=S)N/N=C2\CC(C)(C)Oc3ccc(O)cc32)c1 | 19.3%[59 µM] | 16.3% | -0.5% | -2.2% | -9.1% | -12.4% | -7.7% | 75.7%[activator] | -8.8%
COc1ccc(-c2nc(C(=O)NCCCN3CCOCC3)cc3c2[nH]c2ccccc23)cc1OC | nt | 9.9% | -20.4% | 4.2% | 4.8% | ? | -13.2% | 188.9%[activator] | -16.8%
CC1(C)CC23C(=O)CCC(O)C2(C)CCC13 (stereo not drawn) | nt | nt | 4.5% | 2.0% | nt | nt | -2.9%[60.1 µM] | -15.1% | nt
Cc1ccccc1NC(=O)CCC(=O)N/N=C/c1ccc(F)cc1 | -19.4% | 15.3% | -3.2% | -3.3% | -0.1% | 3.3% | 13.8% | ? | 0.9%
O=S(=O)(/N=C(/c1ccccc1)N1CCCCC1)c1ccccc1 | -5.5%[59 µM] | 26.2% | -3.8% | 6.1% | 15.2% | 9.3% | -17.6% | 2.4% | -5.3%
C[C@@H](NC(=O)c1nc[nH]c1C(=O)NCC(=O)OC(C)(C)C)c1ccccc1 | 6.2% | 33.8%[activator] | 50.0%[activator] | -3.2% | -1.8% | -31.5% | -4.9% | ? | ?
O=C(COC(=O)C1CC2C=CC1C2)Nc1cccc(S(=O)(=O)N2CCCCCC2)c1 (stereo not drawn) | 11.2%[59 µM] | ? | -4.3% | -8.3% | 0.4% | -1.5% | -7.0% | -17.6% | -19.9%
O=C(CSc1nnc(COc2ccc(Br)cc2)o1)NC1CCCCC1 | 27.2% | 87.3%[activator] | 27.1% | -6.0% | -2.0% | 1.7% | 5.4% | -1.8% | -10.3%
Cc1ccc(CCNC(=O)NCc2noc3ccc(C)cc23)cc1 | 2.6%[59 µM] | 31.2%[activator] | nt | 1.3% | 0.5% | -16.9% | 4.0% | ? | -15.2%
Cc1[nH]c(=S)c(C#N)c(C)c1CCC#N | 2.82µM* | -15.3% | 1.1% | 0.2% | 23.4% | -1.4% | 1.9% | -8.8% | -3.3%
CCC(/C=N/Nc1ccc(S(=O)(=O)N2CCCC2)cc1[N+](=O)[O-])CC | ? | 191.6%[activator] | 2.8% | 0.2% | -2.6% | -2.9% | -5.0% | -1.4% | -19.9%
CCOc1ccc(CCNC(=O)Cn2c(=O)c3cccn3c3ccc(F)cc32)cc1OCC | -4.4%[59 µM] | 12.0% | nt | -3.1% | 39.1% | 0.9% | 3.3% | -7.4% | 16.3%

# Screens from PubChem BioAssay.
